# Bioassay records as filed in PubChem.
# D2 antagonist = HTS Assay for Allosteric Antagonists of the Human D2 Dopamine Receptor: Primary Screen for Antagonists | inhibition, % at 10 µM | HEK293 TREx D2 cells, calcium flux, dopamine EC80 | AID 485344, 2010 | 340,000 compounds, 2% hits | D(2) dopamine receptor (Homo sapiens), P14416; in the data active means inhibition above about 30%; further: 0% is about no effect
#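 Calcium flux kinetic readout in an inducible HEK293 TREx D2 line plated overnight at 30 C. After 180 s compound exposure, an EC80 dopamine challenge follows with another 180 s kinetic read to detect antagonism.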
# TRHR enhancer = qHTS for Small Molecule Agonists and Allosteric Enhancers of Human TRH Receptor: Primary Screen for Enhancers | TRHR cells, fluo-8 calcium fluorescence, EC20 TRH enhancement | Thyrotropin-releasing hormone receptor (Homo sapiens), P34981 | 360,000 compounds, 0.66% hits | enhancement, % at 2 µM; in the data active means enhancement above about 30%; further: 0% is about no effect
# Target sequence (P34981 whole entry, looked up): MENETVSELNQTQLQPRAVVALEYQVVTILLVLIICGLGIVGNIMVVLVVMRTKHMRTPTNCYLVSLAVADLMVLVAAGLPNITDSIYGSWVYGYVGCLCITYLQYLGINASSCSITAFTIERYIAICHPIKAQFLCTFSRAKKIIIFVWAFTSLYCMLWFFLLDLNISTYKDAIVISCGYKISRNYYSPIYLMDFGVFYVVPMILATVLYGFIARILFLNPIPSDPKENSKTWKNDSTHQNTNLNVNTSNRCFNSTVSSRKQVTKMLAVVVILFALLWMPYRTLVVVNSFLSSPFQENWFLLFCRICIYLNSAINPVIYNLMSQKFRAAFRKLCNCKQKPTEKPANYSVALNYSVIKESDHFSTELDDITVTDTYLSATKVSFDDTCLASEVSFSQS
#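 TRHR-expressing cells loaded with fluo-8 calcium dye were read kinetically (ex 480/em 530) during compound addition, then stimulated with an EC20 of TRH (10 nM final). Enhancement of the Gq-mediated intracellular calcium response was scored.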
# RXFP1 antagonist = qHTS Assay for Antagonists of the Relaxin Receptor RXFP1; HEK293-RXFP1, relaxin-stimulated cAMP HTRF, 30 min; active compounds read low; activity change, negative = inhibition, % at 57.5 µM; Relaxin receptor 1 (Homo sapiens), Q9HBX9; 350,000 compounds, 0.59% hits;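 active means activity change of -60% or lower, but not beyond a set lower limit; inconclusive means change between -60% and -40%, or beyond the set limit; inactive means change above -40%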; further: on the % scale 0 is the no-effect control and ±100 the full control effect
# D1 PAM = Potentiators of Human D1 Dopamine Receptor: qHTS | potentiation, % at 10 µM | 360,000 compounds, 0.036% hits | D(1A) dopamine receptor (Homo sapiens), P21728 | AID 504651, 2011 | HEK293 TREx D1 cells, calcium flux, dopamine EC20 potentiation; in the data active means potentiation above about 30%; further: 0% is about no effect
# Target sequence (P21728 whole entry, looked up): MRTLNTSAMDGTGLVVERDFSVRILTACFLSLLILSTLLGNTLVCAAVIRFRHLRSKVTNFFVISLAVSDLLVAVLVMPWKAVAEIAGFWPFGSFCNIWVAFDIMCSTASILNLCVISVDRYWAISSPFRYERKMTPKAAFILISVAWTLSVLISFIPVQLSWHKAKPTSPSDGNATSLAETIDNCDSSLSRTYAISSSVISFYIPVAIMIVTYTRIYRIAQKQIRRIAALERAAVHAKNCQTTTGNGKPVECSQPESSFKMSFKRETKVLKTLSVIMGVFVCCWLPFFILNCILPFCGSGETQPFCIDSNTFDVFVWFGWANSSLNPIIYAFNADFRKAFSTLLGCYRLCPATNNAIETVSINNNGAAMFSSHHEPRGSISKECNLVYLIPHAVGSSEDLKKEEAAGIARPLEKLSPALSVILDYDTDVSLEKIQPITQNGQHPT
# D1 ag = Allosteric Agonists of the Human D1 Dopamine Receptor: qHTS; D(1A) dopamine receptor (Homo sapiens), P21728; HEK293 T-REx D1 cells, calcium flux, agonist mode; activation, % at 2 µM; 360,000 compounds, 1% hits; AID 504660, 2011; further: 0% is about no effect
#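 Inducible HEK293 T-REx D1 cells, force-coupled to calcium signalling, were plated at 4000 cells/well with tetracycline and held overnight at 30 C. After no-wash calcium dye loading, compound-evoked calcium rise over 180 s flagged agonists.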
# D1 antagonist = Antagonist of Human D 1 Dopamine Receptor: qHTS | activity change, negative = inhibition, % at 10 µM | 360,000 compounds, 3.2% hits | HEK293 TREx D1 cells, calcium flux, dopamine EC80; active compounds read low; in the data active means activity change below about -30%; further: on the % scale 0 is the no-effect control and ±100 the full control effect
#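 Tetracycline-induced HEK293 Trex D1 cells, force-coupled to calcium, dye-loaded; compounds added and read 180 s, then EC80 dopamine added and calcium flux tracked kinetically another 180 s.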
# TRHR ag = qHTS for Small Molecule Agonists and Allosteric Enhancers of Human TRH Receptor: Primary Screen for Agonists | Thyrotropin-releasing hormone receptor (Homo sapiens), P34981 | TRHR cells, calcium flux fluo-8, FDSS agonist mode | activation, % at 2 µM | 360,000 compounds, 0.18% hits | AID 493084, 2011; further: 0% is about no effect
#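 In this calcium-flux screen, cells bearing human TRHR are dye-loaded with fluo-8, baselined for 10 cycles, then exposed to library compounds; positive kinetic calcium responses during the agonist phase mark hits, with TRH as control.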
# D2 ag = HTS Assay for Allosteric Agonists of the Human D2 Dopamine Receptor: Primary Screen for Agonists; HEK293 T-REx D2 cells, calcium flux agonist mode; activation, % at 2 µM; 340,000 compounds, 0.53% hits;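 active means activation over 3 SD above normal in the single-dose calcium agonist read, cut at about 30% in these data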; further: 0% is about no effect
#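 Agonism scored from kinetic calcium signal (1 read/sec, 180 s) following compound pin transfer, after a 10 s baseline. Cells: HEK293 Trex line expressing inducible D2 receptor coupled to calcium, dye-loaded after overnight culture at 30 C.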
# D2 potentiator = HTS Assay for Positive Allosteric Modulators of the Human D2 Dopamine Receptor: Primary Screen for Potentiators; HEK293 T-REx D2, calcium flux, EC20 dopamine potentiation; potentiation, % at 10 µM; 340,000 compounds, 0.34% hits; AID 485347, 2010;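 active means potentiation over 3 SD above the plate norm, cut at about 30% in these data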; further: 0% is about no effect
#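 Calcium flux readout, no-wash dye, 1 read/s. Inducible HEK293 Trex D2 line, overnight 30 C. Compound alone 180 s (agonist flags), then EC20 dopamine, another 180 s to score potentiation.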
# An asterisk follows results filed as active; ? = inconclusive; · = not tested or not shown. Unless noted, no stated cut-off is given here; in the data, active means activation above about 30%; inactive means the rest.
SMILES,D2 antagonist,TRHR enhancer,RXFP1 antagonist,D1 PAM,D1 ag,D1 antagonist,TRHR ag,D2 ag,D2 potentiator
O=C(NCC1CCCO1)c1cc(-c2ccccc2F)no1 (configuration not stated),4,-8,6,2,1,15,0.0,0.0,-2
CC(C)Cn1c(=S)[nH]c2cc(Cl)ccc21,7,4,?,4,-3,-7,-1.3,-0.8,1
Cn1c(N)c(C(=O)COC(=O)CSc2ccc(Cl)cc2)c(=O)n(C)c1=O,-8,0,-9,9,9,-11,0.4,-0.1,13
Cc1cc(C(N)=O)nn1-c1c(Cl)cc(Cl)cc1Cl,-17,6,-2,-5,3,4,-2.8,-1.5,7
COc1ccc(S(=O)(=O)N2CCN(C(=O)[C@@H]3CCCN3C(=O)c3cccs3)CC2)cc1,-5,-5,4,-3,2,2,-0.3,-0.4,5
COc1ccc(N2CCN(C(=O)c3ccc4c(c3)N(Cc3cccc(Cl)c3)C(=O)c3ccccc3S4(=O)=O)CC2)cc1,·,2,-8,-6,3,1,0.2,-0.2,12
O=C(c1ccccc1Cc1ccccc1)N1CCN(S(=O)(=O)c2ccccc2)CC1,-1,3,-15,1,4,-5,0.4,-0.1,15
CCCc1nn2c(=O)cc(COC(=O)c3ccccc3NC(=O)c3cccs3)nc2s1,·,11,-13,-1,2,10,-0.9,0.6,6
COc1ccc(NC(=O)/C(Cl)=C(/Cl)S(=O)(=O)Cc2ccccc2)cn1,-5,3,?,2,3,-9,1.0,1.3,2
CNC(=O)N1CCN(C(=O)NC)CC1,-6,8,-2,-1,2,0,0.4,0.2,-2
Cc1c(-c2ccc(F)cc2)[n+](=O)c2c(n1[O-])CCCCC2,4,-4,-23,-3,0,-23,-0.1,1.8,-7
CCC1(COC(=O)Nc2cccc(Cl)c2)COC1,-7,1,3,-1,18,-3,-0.2,-0.3,-8
Cc1ccc(C)c(S(=O)(=O)N2CCN(c3nc(CN4CCOCC4)nc4sc(C)c(C)c34)CC2)c1,-7,1,-11,-7,4,2,0.4,0.3,-4
O=C(CSc1nnc(CNC(=O)c2cccs2)o1)Nc1cccc(F)c1,7,-3,-9,6,1,-4,-0.7,-1.0,-10
COc1ccc(N2CCN(C(=O)COc3ccc4ccccc4c3)CC2)cc1,21,-7,-12,-2,2,-4,-0.2,0.7,7

# Retrieved by structure from the entries so far:
SMILES,D2 antagonist,TRHR enhancer,RXFP1 antagonist,D1 PAM,D1 ag,D1 antagonist,TRHR ag,D2 ag,D2 potentiator
O=C(NCC1CCCO1)c1cc(-c2ccccc2F)no1 (configuration not stated),4,-8,6,2,1,15,0.0,0.0,-2
CCCc1nn2c(=O)cc(COC(=O)c3ccccc3NC(=O)c3cccs3)nc2s1,·,11,-13,-1,2,10,-0.9,0.6,6
O=C(c1ccccc1Cc1ccccc1)N1CCN(S(=O)(=O)c2ccccc2)CC1,-1,3,-15,1,4,-5,0.4,-0.1,15
CC(C)Cn1c(=S)[nH]c2cc(Cl)ccc21,7,4,?,4,-3,-7,-1.3,-0.8,1
Cc1c(-c2ccc(F)cc2)[n+](=O)c2c(n1[O-])CCCCC2,4,-4,-23,-3,0,-23,-0.1,1.8,-7
O=C(CSc1nnc(CNC(=O)c2cccs2)o1)Nc1cccc(F)c1,7,-3,-9,6,1,-4,-0.7,-1.0,-10

# The listing continues:
SMILES,D2 antagonist,TRHR enhancer,RXFP1 antagonist,D1 PAM,D1 ag,D1 antagonist,TRHR ag,D2 ag,D2 potentiator
O=C(Nc1ncn[nH]1)c1ccc(Cl)c(S(=O)(=O)Nc2ccc(Cl)cc2)c1,·,-3,-9,-1,1,8,0.3,·,·
CC(=O)N1CCOc2ccc(S(=O)(=O)N3CCC(C(=O)Nc4cc(C)ccc4C)CC3)cc21,·,-2,-13,-2,1,19,-0.5,·,·
Cc1ccn2cc(-c3cccc(NC(=O)CCC(=O)O)c3)nc2c1,13,-3,-3,-4,-3,0,0.1,1.6,-9
CCSc1ncc(/C=N/Nc2ccc(Cl)cc2)n1C,-15,8,-26,-1,3,18,0.8,0.2,13
CC(C)(CO)NCc1cccs1,12,24,-5,-4,3,-10,-1.1,0.8,16
O=C(NCCCN1CCOCC1)c1ccc2c(c1)N(Cc1cccc(F)c1)C(=O)c1ccccc1S2,-1,-6,-20,-5,38*,-42*,3.3,0.6,-11
CCc1nnc(NS(=O)(=O)c2ccc(NC(=O)COc3ccc4ccccc4c3)cc2)s1,-12,5,-8,1,11,-10,-0.9,-1.3,12
Cc1nnc(-c2cnn(C)c2N)n1CCCN1CCOCC1,1,1,3,-3,-1,-7,0.4,2.9,-2
CC(C)(C)NC(=O)CSc1nc(O)cc(=O)[nH]1,2,21,-5,3,2,6,-0.5,-0.4,6
Cc1nc2cc(C(F)(F)F)ccc2n1CCNc1nc(-c2ccc(F)cc2)cs1,16,1,·,-5,2,-22,0.5,-2.3,4
Cn1ccnc1SCC(=O)Nc1nc2c(F)c(F)c(F)cc2s1,9,5,4,-6,3,-16,-0.3,-1.4,-12
COC(=O)c1ccc(-c2ncc[nH]2)cc1,5,7,9,-1,0,4,0.8,1.1,-3
O=C(NCc1ccccc1Cl)C1CCCN(c2nc3ccccc3n3cccc23)C1 (configuration not stated),·,12,-28,1,1,-10,0.3,-0.6,7
NS(=O)(=O)c1ccc(CNC(=O)c2sccc2-c2ccccc2)cc1,6,-13,-12,4,4,4,-0.2,0.9,-4
COc1ccc2oc(C(=O)OCC(=O)N3CC(C)OC(C)C3)c(C)c2c1 (configuration not stated),-5,-2,7,-7,2,-22,0.0,0.2,1
O=C(Nc1cccnc1Cl)c1cc(-c2ccc(Br)cc2)on1,·,-1,-4,-4,2,0,0.8,·,-18
CC1CCCCN1C(=O)COC(=O)C1CCN(S(=O)(=O)c2ccc3c(c2)OCCO3)CC1 (configuration not stated),9,-2,12,-2,0,18,-0.1,-0.3,14
CCCCN(CCCNC(=O)C1CCN(S(=O)(=O)N2CCOCC2)CC1)Cc1ccccc1,-17,-3,9,3,2,20,0.6,0.2,-7
CC(=O)c1cccc(NC(=O)CSc2nnc(C(C)N(C)C)n2-c2ccc(F)cc2)c1 (configuration not stated),11,3,-5,-2,2,2,-2.2,-0.5,11
O=C1NC2(CCCCCC2)C(=O)N1Cc1cccc(Cl)c1,·,-5,-3,-3,9,-7,1.9,·,·
O=[N+]([O-])c1ccc(Cl)c(/C=N/n2c(-c3cccnc3)n[nH]c2=S)c1,-14,-4,·,-5,4,-6,0.1,1.4,0
N=C1C(c2ccccc2)=C(O)CN1c1ccc2c(c1)OCO2,-88,-5,0,-2,3,3,1.0,-0.1,0
CCOc1ccccc1NC(=O)CN(C)S(=O)(=O)c1ccc2[nH]c(=O)oc2c1,12,9,-1,5,1,10,-0.5,-1.7,12
CCc1ccc(CNC(=O)C2CCCN(c3nnc(C)c4c(C)n(-c5ccc(OC)cc5)nc34)C2)cc1 (configuration not stated),·,8,-31,19,3,15,-0.6,0.0,-9
CCc1cccc(NC(=O)CSCc2nc3sc(C)c(C)c3c(=O)[nH]2)c1,8,-5,-1,5,4,14,3.5,0.2,-13
CCCn1nc(C(=O)NCC(C)(C)N2CCOCC2)c2ccccc2c1=O,7,10,10,1,0,9,-0.1,-0.3,-9
COc1ccc(C(=O)Nc2ccc3[nH]c(-c4cccc(OC)c4)cc(=O)c3c2)cc1,19,-4,·,-8,-2,-1,0.0,0.7,-5
COc1ccc(C(=O)NNC(=O)COc2ccc(Cl)cc2)c(OC)c1,2,4,1,1,0,-9,-1.4,-1.3,7
Cc1cc(C)n(C(=O)c2ccc(NC(=O)C3CC3)cc2)n1,2,0,·,1,1,5,0.2,0.9,9
O=C(CNC(=O)c1ccccc1)NCC(=O)OCC(=O)c1ccc(F)cc1,·,5,·,6,2,3,0.2,·,·
COc1ccc(S(=O)(=O)N2CCN(CCOc3ccc(Br)cc3)CC2)cc1OC,10,15,-2,-3,4,-9,1.1,1.0,-3
Cc1ccc(C(=O)Nc2cccc(-c3ccc(N4CCOCC4)nn3)c2)cc1C,-3,9,17,-1,5,6,-0.6,-0.5,16
CC(C)N(Cc1ccccc1)C(=O)COC(=O)c1ccccc1SCC(=O)N1CCCC1,20,17,15,-8,2,-1,-0.3,0.1,1
CCc1cc(C(c2ccc(OC)c(OC)c2)N2CCOCC2)c(NC(=O)c2ccccc2)s1 (configuration not stated),-7,-15,-3,-1,2,-5,-0.2,0.0,-5
Cc1cccc(C)c1NC(=O)CN(C)C(=O)c1cccc(S(=O)(=O)N2CCN(c3ccccc3)CC2)c1,3,-4,-3,4,4,-8,0.0,0.1,2
Cc1cccc(N(C)S(=O)(=O)c2ccc3c(c2)CCC(=O)N3)c1,6,-3,4,0,6,-4,0.5,1.7,-2
Cc1ccc(-n2ncc3c2CCCC3NC(=O)c2csnn2)cc1C (configuration not stated),-5,8,-5,-3,5,-22,-1.0,-0.7,-3
Cc1nn(CC(=O)O)c(C)c1N,14,4,0,-9,4,-5,1.1,-0.5,10
O=C(CSCc1ccc(F)cc1)NCc1ccco1,6,8,-24,4,-1,·,-1.1,-0.5,0
O=C(Cn1cnc2ccccc21)Nc1ccc2c(c1)OCCCO2,16,-6,2,-9,4,-28,2.6,0.1,-4
Cc1ccc(OCCN2CCN(C)CC2)c([N+](=O)[O-])c1,5,15,-9,0,4,-38*,0.7,1.5,-22
COc1ccc(OC)c(NC(=O)CC(=O)Nc2ccc3nc4n(c(=O)c3c2)CCCCC4)c1,·,16,·,-3,0,-12,-0.3,0.3,-10
CC(C)(C)OC(=O)N1CCC[C@H]1c1nnc(SC/C=C/c2ccccc2)o1,-4,-16,-13,2,4,-12,-0.2,1.4,7
CCc1c(C)sc(NC(=O)C2CCCCC2C(=O)O)c1C(N)=O (configuration not stated),4,2,4,11,3,9,0.0,-0.1,14
O=C1Cc2ccccc2C(=O)N1OCc1ccc(Cl)cc1,8,-1,-18,-1,3,-3,-0.5,-0.2,-3
CC1CC(C)(C)NC(=S)N1CCCC(=O)N1CCN(c2ccc(F)cc2)CC1 (configuration not stated),4,2,5,-2,0,3,-0.2,0.2,12
O=C(NC1CCCC1)C(c1cccnc1)N(C(=O)c1csnn1)c1ccccc1Cl (configuration not stated),-4,3,6,-7,1,-2,-0.3,-0.4,9
Cn1c(=O)[nH]c(=O)c2c1[nH]c(=S)n2Cc1ccccc1,3,-11,-2,-3,1,6,0.0,0.6,-2
